Screens: PubChem, National Center for Advancing Translational Sciences (NCATS)
AmpC no deterg: qHTS Inhibitors of AmpC Beta-Lactamase (assay without detergent). P00811. AmpC nitrocefin hydrolysis, absorbance 480 nm, 0.0001% Triton. Potency, µM (highest dose often 57.1 µM), for the others: at the top dose activity change, negative = inhibition, usual class: inhibitors. 330,000 tested, 0.52% active;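 also: potency is read from the fitted curve at half-maximal effect; plate controls were no compound for no effect and no enzyme for full effect; nearly all actives have a fitted effect of over 20% in size; some results filed as inactive show a strong effect at the top dose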
Target sequence (P00811 whole entry, looked up): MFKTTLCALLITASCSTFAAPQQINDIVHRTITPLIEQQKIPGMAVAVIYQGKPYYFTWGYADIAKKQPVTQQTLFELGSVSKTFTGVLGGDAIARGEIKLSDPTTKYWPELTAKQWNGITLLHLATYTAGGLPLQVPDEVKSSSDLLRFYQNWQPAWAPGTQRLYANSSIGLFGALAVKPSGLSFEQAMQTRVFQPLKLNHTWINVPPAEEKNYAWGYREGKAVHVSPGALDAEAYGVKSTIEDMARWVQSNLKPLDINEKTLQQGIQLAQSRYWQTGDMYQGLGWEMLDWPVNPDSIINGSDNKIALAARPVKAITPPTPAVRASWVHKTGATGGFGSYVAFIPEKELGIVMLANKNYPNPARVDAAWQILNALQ
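20 mM phosphate pH 7.0 + 0.01% (detergent screen) or 0.0001% Triton X-100; 5.3 nM AmpC reagent; cpd preinc 15 min RT; nitrocefin (800 uM stock) to start; A480 q20 s × 4 min; Activity was normalised to no-enzyme and no-compound control wells.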
AMA1-RON2 inh: qHTS for Inhibitors of AMA1-RON; Towards Development of Antimalarial Drug Lead: Primary Screen | Plasmodium falciparum AMA1 (3D7) - RON2 peptide interaction | AlphaScreen AMA1-biotinylated RON2 peptide binding | Potency, µM (doses to about 58.2 µM), for inactives: at the highest dose activity change, negative = inhibition, usual class: inhibitors | 360,000 tested, 0.2% active | AID 720542, 2013;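 also: potency is read from the fitted curve at half-maximal effect; 0% = vehicle wells and -100% = peptide control; nearly all actives have a fitted effect of over 45% in size; some results filed as inactive show a strong effect at the top dose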
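AMA1 (3D7) with his tag at 25 nM final met compounds first, then biotinylated RON2 peptide at 25 nM; detection used donor plus acceptor beads, 10 µg/mL apiece, read by AlphaScreen after 30 min at room temperature.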
LmPK inhibitor: qHTS Assay for Inhibitors of Leishmania Mexicana Pyruvate Kinase (LmPK); purified LmPK, Kinase-Glo ATP luminescence, 1 h; Q27686; Potency, µM (series often up to 57.5 µM), for inactives: top-dose activity change, negative = inhibition, hits mostly inhibitors; 290,000 tested, 0.37% active; also: potency is read from the fitted curve at half-maximal effect
Target sequence (Q27686 whole entry, looked up): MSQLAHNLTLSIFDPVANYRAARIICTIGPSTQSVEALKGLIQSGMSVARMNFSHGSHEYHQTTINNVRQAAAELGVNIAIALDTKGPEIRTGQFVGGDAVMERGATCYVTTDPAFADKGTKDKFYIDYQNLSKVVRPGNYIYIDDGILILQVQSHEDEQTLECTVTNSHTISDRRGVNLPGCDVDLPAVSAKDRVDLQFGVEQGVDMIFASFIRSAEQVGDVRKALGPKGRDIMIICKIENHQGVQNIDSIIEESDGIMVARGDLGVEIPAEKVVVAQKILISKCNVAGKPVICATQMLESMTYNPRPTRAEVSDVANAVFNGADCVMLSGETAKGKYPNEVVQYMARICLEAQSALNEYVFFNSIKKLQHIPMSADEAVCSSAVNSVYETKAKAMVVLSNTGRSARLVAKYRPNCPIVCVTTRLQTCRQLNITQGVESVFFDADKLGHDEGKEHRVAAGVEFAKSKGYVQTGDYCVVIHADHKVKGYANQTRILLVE
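In 50 mM imidazole pH 7.2 with 7 mM MgCl2, LmPK (0.1 nM) turned over PEP (0.5 mM) and ADP (0.1 mM) for 1 h at room temperature. Luciferase read-out of ATP.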
AmpC inh detg: qHTS Inhibitors of AmpC Beta-Lactamase (assay with detergent); P00811; AmpC hydrolysis of nitrocefin, absorbance 480 nm, 0.01% Triton; Potency, µM (series often up to 114 µM), without a hit: at the top dose activity change, negative = inhibition, actives largely listed as inhibitors; 370,000 tested, 0.041% active; AID 485294, 2010;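 also: potency is read from the fitted curve at half-maximal effect; 0% = no-compound wells and -100% = no-enzyme wells; nearly all actives have a fitted effect of over 25% in size; some results filed as inactive show a strong effect at the top dose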
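AmpC (5.3 nM in the dispensed reagent) in 20 mM phosphate pH 7.0 with 0.01% (detergent screen) or 0.0001% Triton X-100 was preincubated with compounds for 15 min at room temperature. Nitrocefin was then added from an 800 uM solution, and hydrolysis was followed at 480 nm.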
TbPYK inhibitor: qHTS of Trypanosoma Brucei Inhibitors; pyruvate kinase (Trypanosoma brucei), Q57TT1; TbPYK enzyme, Kinase-Glo Plus ATP luminescence, 45 min; Potency, µM (series often up to 76.8 µM), without a hit: at the top dose activity, negative = inhibition, hits mostly inhibitors; 410,000 tested, 0.12% active; also: potency is read from the fitted curve at half-maximal effect; nearly all actives have a fitted effect of over 50% in size
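Screened from lowest to highest concentration, compounds were pinned into TbPYK/substrate mixtures, and ADP (130 uM final) was added. Plates sat at room temperature for 45 min prior to Kinase-Glo Plus detection by luminescence.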
HCMV inh: qHTS Assay for inhibitors of the human cytomegalovirus (HCMV). HFF cells, HCMV-luciferase reporter, 72 h; active compounds read low. activity change, negative = inhibition, % at 57.5 µM. 410,000 tested, 4.5% active. AID 1259415, 2018; in the data active = activity change below about -60%; inconclusive = no clear call, values can overlap the other calls; inactive = above about -39%
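Two-dose cell screen: HFF monolayers treated with compounds and infected with luciferase-expressing HCMV at 1 PFU/cell, 72 h at 37C, then lysed for luciferase measurement.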
HCV inh: qHTS Assay for Inhibitors of Hepatitis C Virus (HCV) | Huh7.5.1 HCVcc-Cre infection, luciferase reporter, 44 h | Potency, µM (titrated, usually from 41.8 µM), inactives show at the highest dose activity change, negative = inhibition, hits mostly inhibitors | 340,000 tested, 3.4% active | AID 651820, 2012; also: potency is read from the fitted curve at half-maximal effect
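Infectious HCVcc-Cre (~0.5 moi) was added to cells just after compound, with cells seeded 4 h earlier at 1,000 per well. Luciferase activity after 44 h culture reported infection; substrate was incubated 15 min at room temperature before reading.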
The depositor's hits bear a star; [ ] = dose if it differs, or a comment. Unless noted, calls follow the shape of the dose curve; as a rule, active = well fitted curve in the direction sought with a large enough effect; inconclusive = small, poorly fitted or top-dose-only effect, or another doubt; inactive = no such curve, though single readings can be large; an effect the other way counts as inactive or inconclusive. Unless noted, % is scaled to controls: 0 for no effect and ±100 for the full control effect.

The opening two compounds, to show the layout:
What do the screens show for `Cc1ccc(C)c(S(=O)(=O)N2CCCCC2CCNC(=O)C(=O)NC2CC2)c1` (stereo not drawn)?
AmpC no deterg: 5%; AMA1-RON2 inh: 4%; AmpC inh detg: -12%; TbPYK inhibitor: -3%; HCMV inh: 7; HCV inh: -8%

Results for CC(C)N1CCc2c(sc(NC(=O)c3ccc(C(=O)c4ccccc4)cc3)c2C(N)=O)C1 ?
AmpC no deterg: 178%[activator]; AMA1-RON2 inh: inconclusive; LmPK inhibitor: -4%; AmpC inh detg: -9%; TbPYK inhibitor: 0%; HCMV inh: 4; HCV inh: inconclusive

This part in full, repeating the preview:
What do the screens show for `Cc1ccc(C)c(S(=O)(=O)N2CCCCC2CCNC(=O)C(=O)NC2CC2)c1` (stereo not drawn)?
AmpC no deterg: 5%; AMA1-RON2 inh: 4%; AmpC inh detg: -12%; TbPYK inhibitor: -3%; HCMV inh: 7; HCV inh: -8%

Results for CC(C)N1CCc2c(sc(NC(=O)c3ccc(C(=O)c4ccccc4)cc3)c2C(N)=O)C1 ?
AmpC no deterg: 178%[activator]; AMA1-RON2 inh: inconclusive; LmPK inhibitor: -4%; AmpC inh detg: -9%; TbPYK inhibitor: 0%; HCMV inh: 4; HCV inh: inconclusive

How did CCCCNC(=O)CCc1c(C)nc2nc(-c3cc(OC)cc(OC)c3)nn2c1C do in these assays?
AmpC no deterg: 3%; AMA1-RON2 inh: 43%[activator]; LmPK inhibitor: 2%; AmpC inh detg: 4%; TbPYK inhibitor: -1%; HCMV inh: -95*; HCV inh: 0%

How did CCOC(=O)c1c(C)c(P(=S)(N2CCOCC2)N2CCOCC2)n(C)c1C do in these assays?
AmpC no deterg: 100%[activator]; AMA1-RON2 inh: -2%; LmPK inhibitor: 7%; AmpC inh detg: -12%; TbPYK inhibitor: 1%; HCMV inh: 8; HCV inh: 1%

What do the screens show for `CCOc1ccccc1C(=O)NC1CCN(Cc2nnnn2C2CCCC2)CC1`?
AmpC no deterg: 69%[activator]; AMA1-RON2 inh: 2%; LmPK inhibitor: 0%; AmpC inh detg: inconclusive; TbPYK inhibitor: 2%; HCMV inh: -3; HCV inh: 4%

What do the screens show for `COc1ccc(C(=O)NNC(=O)C(C)NC(=O)c2ccccc2NC(=O)c2ccco2)cc1` (stereo not drawn)?
AmpC no deterg: -13%; AMA1-RON2 inh: 90%[activator]; LmPK inhibitor: 1%; AmpC inh detg: -15%; TbPYK inhibitor: 0%; HCMV inh: -21; HCV inh: 7%

What do the screens show for `O=C(Nc1ccc(N2CCN(C(=O)c3ccccc3)CC2)cc1)c1ccc2c(c1)OCO2`?
AmpC no deterg: -14%; AMA1-RON2 inh: -6%; LmPK inhibitor: -3%; AmpC inh detg: 4%; TbPYK inhibitor: 5%; HCMV inh: -21; HCV inh: 22µM*

Results for CN1CCN(C(=S)NC(=O)/C=C/c2ccccc2)CC1 ?
AmpC no deterg: -19%; AMA1-RON2 inh: 20%; LmPK inhibitor: -3%; AmpC inh detg: -1%; TbPYK inhibitor: 5%; HCMV inh: 16; HCV inh: 12%

Results for O=C1/C(=C2\C(=O)N(Cc3ccc(F)cc3)c3ccccc32)SC(=S)N1CCS(=O)(=O)O ?
AmpC no deterg: 89%[activator]; AMA1-RON2 inh: 28%; LmPK inhibitor: -1%; AmpC inh detg: -1%; TbPYK inhibitor: -3%; HCMV inh: -15; HCV inh: 6%

Results for Cc1cccn2c(CN(C)C3CCOC3)c(C(=O)N3CCCCC3)nc12 (stereo not drawn) ?
AmpC no deterg: 6%; AMA1-RON2 inh: -8%; LmPK inhibitor: 5%; AmpC inh detg: -9%; TbPYK inhibitor: -1%; HCMV inh: -33; HCV inh: 21%

What do the screens show for `CC(C)(C)NC(=O)Cn1c(-c2nonc2N)nc2ccccc21`?
AmpC no deterg: -12%; AMA1-RON2 inh: 0%; LmPK inhibitor: -3%; AmpC inh detg: 1%; TbPYK inhibitor: -4%; HCMV inh: -20; HCV inh: 4%

What do the screens show for `NC(=O)CSc1nc2ccccc2c(=O)n1Cc1ccco1`?
AmpC no deterg: -19%; AMA1-RON2 inh: -1%; LmPK inhibitor: 8%; AmpC inh detg: -2%; TbPYK inhibitor: -14%; HCMV inh: -4; HCV inh: -19%

Results for CCC(C)N(C(=O)COC(=O)C1C(C(=O)OC)=C(C)NC(C)=C1C(=O)OC)C1CCS(=O)(=O)C1 (stereo not drawn) ?
AmpC no deterg: 14%; AMA1-RON2 inh: -10%; LmPK inhibitor: -8%; AmpC inh detg: 2%; TbPYK inhibitor: -4%; HCMV inh: -16; HCV inh: 3%

What do the screens show for `COc1ccc(OCC(=O)NS(=O)(=O)c2ccc(Cl)cc2)cc1`?
AmpC no deterg: -5%; AMA1-RON2 inh: -4%; LmPK inhibitor: 0%; AmpC inh detg: 4%; TbPYK inhibitor: 0%; HCMV inh: -3; HCV inh: 10%

How did CC1=C(C(=O)OCC(C)C)C23C(=O)c4ccccc4C2(O1)OC(N)=C3C#N (stereo not drawn) do in these assays?
AmpC no deterg: -39%; AMA1-RON2 inh: -14%; LmPK inhibitor: -1%; AmpC inh detg: inconclusive; TbPYK inhibitor: 2%; HCMV inh: -29; HCV inh: 11%

What do the screens show for `Cc1cccc(C)c1OCc1cc(C(=O)NCC2COCCO2)no1` (stereo not drawn)?
AmpC no deterg: 3%; AMA1-RON2 inh: -4%; LmPK inhibitor: -10%; AmpC inh detg: 1%; TbPYK inhibitor: 4%; HCMV inh: 50; HCV inh: 0%

What do the screens show for `COc1ccc(CN2CCNC(=O)C2CC(=O)NCCc2nc(C)c3c(n2)CCC3)cc1C` (stereo not drawn)?
AmpC no deterg: 98%[activator]; AMA1-RON2 inh: 15%; LmPK inhibitor: 4%; AmpC inh detg: 2%; TbPYK inhibitor: -4%; HCMV inh: -17; HCV inh: -25%

How did Cn1c(=S)c2[nH]c(SCC3CCCO3)nc2n(C)c1=O (stereo not drawn) do in these assays?
AMA1-RON2 inh: 37%[activator]; TbPYK inhibitor: inconclusive; HCMV inh: inconclusive; HCV inh: -25%

What do the screens show for `COc1ccccc1CNc1ncnc2c1nnn2C`?
AmpC inh detg: -3%; TbPYK inhibitor: -9%; HCMV inh: -34

Results for COc1ccc(C(CNC(=O)CCNS(=O)(=O)c2ccc(C)cc2)N2CCOCC2)cc1 (stereo not drawn) ?
AmpC no deterg: 31%; AMA1-RON2 inh: 9%; AmpC inh detg: 0%; TbPYK inhibitor: -2%; HCMV inh: -19; HCV inh: inconclusive

What do the screens show for `COc1ccc(NC(=O)C2CCCN2S(=O)(=O)c2cccc3nsnc23)c(OC)c1` (stereo not drawn)?
AmpC no deterg: 38%; AMA1-RON2 inh: 2%; LmPK inhibitor: 7%; AmpC inh detg: -5%; TbPYK inhibitor: 7%; HCV inh: 5%

How did Cc1ccc(C(=O)NCc2ccccn2)cc1S(=O)(=O)N1CCOCC1 do in these assays?
AmpC no deterg: -4%; AMA1-RON2 inh: -3%; AmpC inh detg: 1%; TbPYK inhibitor: 6%; HCMV inh: -17; HCV inh: 4%

Results for CCN1C(=O)c2ccccc2S(=O)c2ccc(C(=O)NCc3ccc(Cl)cc3)cc21 (stereo not drawn) ?
AmpC inh detg: -2%; TbPYK inhibitor: inconclusive; HCMV inh: -26

Results for Cc1ccc(-c2nc(C(=O)NCc3ccccc3Cl)c3n2CCCCC3)cc1 ?
AmpC inh detg: 13%; TbPYK inhibitor: -7%; HCMV inh: -19

Results for CCC(=O)c1ccc(OCC(=O)OCC(=O)c2c(N)n(C)c(=O)n(C)c2=O)cc1 ?
AmpC no deterg: 48%; AMA1-RON2 inh: -5%; AmpC inh detg: 1%; TbPYK inhibitor: 1%; HCMV inh: 57; HCV inh: 16%

How did COc1ccc(NC(=O)COc2coc(CN3CCc4ccccc4C3)cc2=O)cc1 do in these assays?
AmpC no deterg: -2%; AMA1-RON2 inh: 11%; AmpC inh detg: -7%; TbPYK inhibitor: -7%; HCMV inh: -17; HCV inh: inconclusive

What do the screens show for `CCC(C(=O)NCCc1ccccc1)c1ccccc1` (stereo not drawn)?
AmpC no deterg: -2%; AMA1-RON2 inh: 0%; LmPK inhibitor: 0%; AmpC inh detg: -14%; TbPYK inhibitor: -5%; HCMV inh: -10; HCV inh: 4%

Results for CCOC(=O)C1CCCN(C(=O)/C=C/c2ccc(OC)cc2)C1 (stereo not drawn) ?
AmpC no deterg: 0%; AMA1-RON2 inh: -1%; LmPK inhibitor: 7%; AmpC inh detg: 2%; TbPYK inhibitor: -4%; HCMV inh: 0; HCV inh: 5%

How did COc1cc(OC)c2ccc(=O)oc2c1C(CCN1CCCC(C)C1)c1ccc(N(C)C)cc1 (stereo not drawn) do in these assays?
AmpC no deterg: 30%; AMA1-RON2 inh: inconclusive; LmPK inhibitor: 3%; AmpC inh detg: 8%; TbPYK inhibitor: 1%; HCMV inh: -6; HCV inh: -7%

What do the screens show for `O=C(NCc1ccccc1Cl)c1ccc2sc([C@H]3C[C@H](O)[C@@H](CO)O3)nc2c1`?
AMA1-RON2 inh: 25%; TbPYK inhibitor: 5%; HCMV inh: 16

How did Cc1cnc(CN(C)C(=O)c2ccc3oc(Cc4ccc(Cl)cc4)nc3c2)[nH]1 do in these assays?
AmpC no deterg: 109%[activator]; AMA1-RON2 inh: -5%; LmPK inhibitor: 4%; AmpC inh detg: -13%; TbPYK inhibitor: -6%; HCMV inh: 0; HCV inh: inconclusive

What do the screens show for `CCN(CC)C(=O)CSc1nnc2nnc3cc(OC)ccc3n12`?
AmpC no deterg: -7%; AMA1-RON2 inh: 1%; LmPK inhibitor: -1%; AmpC inh detg: -12%; TbPYK inhibitor: -4%; HCMV inh: inconclusive; HCV inh: -14%

What do the screens show for `CC(C)[C@H](NC(=O)c1ccccc1)C(=O)O`?
AmpC no deterg: -8%; AMA1-RON2 inh: -1%; LmPK inhibitor: -1%; AmpC inh detg: 3%; TbPYK inhibitor: 0%; HCMV inh: -17; HCV inh: 3%
